PfHsp40 rescue = rescue of yeast from PfHsp40 toxicity, primary screen, S. cerevisiae, ATP luminescence; S. cerevisiae expressing PfHsp40, growth rescue; growth rescue, % at 12.5 µM; 0.68% of 340,000 active; AID 504582, 2011; in the data active means growth rescue above about 28%, passing the limit was not always enough; inconclusive means no clear call, values can overlap the other calls;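 further: yeast W303a lacking pdr1 and pdr3 grown in galactose medium; growth measured after three days at 30 °C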
SARS 3CLpro inh = SARS-CoV 3CLpro protease inhibitors, primary screen, biochemical, quenched FRET. Replicase polyprotein 1ab (Severe acute respiratory syndrome coronavirus), P0C6X7. 0.14% of 290,000 active. inhibition, % at 6 µM. recombinant SARS-CoV 3CLpro, quenched FRET peptide cleavage; in the data active means inhibition above about 12%
Anthrax LF prot = Bacillus anthracis LF protease inhibitors, primary screen, biochemical, multiplex microsphere, MLPCN library. Lethal factor (Bacillus anthracis), P15917. multiplex microsphere protease cleavage assay. inhibition, % at 10 µM. 0.12% of 360,000 active. AID 588501, 2011; further: plate controls were buffer without enzyme for full effect and enzyme alone for no effect
CCHF vOTU inh = CCHFV vOTU protease inhibitors, primary screen, biochemical, Pep-AMC substrate, fluorescence; Crimean-Congo hemorrhagic fever virus L polyprotein viral ovarian tumor (vOTU) protease …; inhibition, % at 11.5 µM; 0.55% of 370,000 active; in the data active means inhibition above about 30%; further: 0% = vehicle wells with enzyme and 100% = no enzyme wells
TcdB inh = TcdB glycohydrolase inhibitors, primary screen, biochemical, single point, plate reader; Toxin B (Clostridioides difficile), P18177; TcdB glycohydrolase enzymatic assay; inhibition, % at 9.99 µM; AID 652162, 2013; 0.24% of 350,000 active; in the data active means inhibition above about 10%
BoNT A protease = BoNT/A light chain protease inhibitors, primary screen, biochemical, flow cytometry, MLPCN library. Botulinum neurotoxin type A light chain protease (Clostridium botulinum A str. ATCC 3502). multiplex microsphere protease substrate cleavage. inhibition, % at 10 µM. 0.17% of 360,000 active. AID 588499, 2011; further: plate controls were buffer without enzyme for full effect and enzyme alone for no effect
PriA SSB inh = inhibitors of Klebsiella pneumoniae PriA binding to SSB C-terminal tail, primary screen, biochemical, AlphaScreen. 0.6% of 430,000 active. AlphaScreen SSBct-PriA binding, biotinylated peptide. inhibition, % at 33 µM. PriA–SSB C-terminal tail interaction (Klebsiella pneumoniae); in the data active means inhibition mostly above about 37%, no sharp cut-off; inactive means mostly below about 20%;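 further: plate controls were negative control peptide for no effect and reference peptide for full effect; strong numbers were not always called active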
DUSP3 inh = VHR1 phosphatase inhibitors, primary screen, biochemical, absorbance, uHTS; AID 1654, 2009; 0.52% of 290,000 active; Dual specificity protein phosphatase 3 (Homo sapiens), P51452; inhibition, % at 13.3 µM; recombinant VHR phosphatase, pNPP absorbance; in the data active means inhibition above about 50%; further: some compounds called inactive have numbers as strong as hits
BH1578 lux ind = inducers of Vibrio cholerae quorum light production without autoinducers, primary screen, BH1578 luxS cqsA deficient, single point. V. cholerae BH1578 lux reporter, luminescence, 6 h. activation, % at 18.7 µM. 0.16% of 350,000 active. AID 588436, 2011; in the data active means activation mostly above about 9.7%, no sharp cut-off; inconclusive means no clear call, values can overlap the other calls; inactive means mostly below about 3.7%; further: not every result past the cut was called active; inactives centre near 0; reference of the scale not given here
Y pestis TopoI = Yersinia pestis topoisomerase I inhibitors, primary screen, biochemical, cleavage product accumulation, plate reader, single point | DNA topoisomerase I (Yersinia pestis CO92) | 0.064% of 360,000 active | activity, % at 10 µM | Y. pestis Topo-I cleavage product accumulation | AID 504884, 2011; in the data active means activity above about 50%, passing the limit was not always enough; inconclusive means no clear call, values can overlap the other calls; further: inactives centre near 2
Numbers without * were called inactive; i = inactive; ? = inconclusive; . = no result given; & = joins results of further samples. Unless noted, no stated cut-off is given here; in the data, active means inhibition above about 30%; inconclusive means no clear call, values can overlap the other calls; inactive means below that. A portion of the library; rates above refer to the full screens.

Values run as follows: PfHsp40 rescue	SARS 3CLpro inh	Anthrax LF prot	CCHF vOTU inh	TcdB inh	BoNT A protease	PriA SSB inh	DUSP3 inh	BH1578 lux ind	Y pestis TopoI
COCCN(C(=O)CSc1nnc(C)n1Cc1ccccc1)c1c(N)n(Cc2ccccc2)c(=O)[nH]c1=O
  -1.0	1	-7	.	.	0.2	-5	-9	-0.5	1
COC(=O)C(NS(=O)(=O)c1cccc(S(=O)(=O)NC(C(=O)OC)c2ccccc2)c1)c1ccccc1 (stereo not given)
  -0.3	0	-7	-3	-0.7	0.2	-38	5	i	13
COc1ccc(CCNC(=O)CN2C(=O)c3ccccc3C2=O)cc1
  -1.4	1	1	6	.	0.1	6	33	-3.2	9
Brc1ccc(C2=Nn3c(Cn4nnc5ccccc54)nnc3SC2)cc1
  .	10	7	-5	0.5	-1.7	-4	16	i	6
Oc1ccc(Nc2ncnc3c2oc2ccccc23)cc1
  1.6	-2	-1	-5	0.0	-2.7	-2	-15	1.6	-5
O=C(Nc1ccnn1C1CCN(C/C=C/c2ccccc2)CC1)c1ccccc1Cl
  -1.3	4	-56	0	0.5	-240	1	4	i	16
CCC(CC)C(=O)c1c[nH]c(C(=O)NCC2CCCO2)c1 (stereo not given)
  1.0	-5	1	1	.	-0.6	-9	34	-0.3	6
O=C(c1ccc(OC2CCN(Cc3ccccc3C(F)(F)F)CC2)cc1)N1CCCCC1
  1.8	-1	4	19	0.0	2.1	0	26	-0.6	16
O=C(O)c1cccc(NC(=S)NC(NC(=O)c2cccc([N+](=O)[O-])c2)C(Cl)(Cl)Cl)c1 (stereo not given)
  24	7	1	9	-0.9	-2.0	-6	17	-0.2	1
CCNC(=O)C1CCCN(C(=O)c2ccc(-c3ccccc3)cc2)CC1 (stereo not given)
  .	.	-3	-19	-0.2	0.4	.	.	1.6	9
CN1CCC(O)(c2ccc(Cl)cc2)C(C(=O)c2ccc(Cl)cc2)C1 (stereo not given)
  0.5	0	0	-5	1.6	0.0	-8	6	-0.2	-4
COc1ccc(-n2nc(C(=O)NCC(=O)N(C)Cc3ccccc3)c3ccccc3c2=O)cc1
  1.3	5	-1	-2	1.6	0.4	-11	26	-0.3	13
O=C(CSc1nnc(-c2ccccc2)o1)Nn1cnnc1
  0.4	-8	0	-6	.	0.2	-1	-4	-0.2	2
CCCCCCCCC(=O)N1C(C)CCC1C (stereo not given)
  .	.	-9	0	-0.6	-0.2	.	.	i	0
CCOC(=O)/C(C#N)=C\C1=C(N2CCCC2)CC(C)(C)OC1
  -0.5	1	-4	13	.	0.8	-5	4	i	0
O=C(O)CC/C(=N\Nc1ccccc1[N+](=O)[O-])c1cccs1
  1.2	4	7	.	.	-1.7	.	-1	-0.5	-10
Cc1[nH]c2ccc(C(=O)OCC(=O)NC3(C#N)CCCCC3)cc2c1C
  0.9	.	?	-16	0.0	3.1	10	.	-0.3	-3
Cc1ccc2[nH]c(-c3cccc(F)c3)cc(=O)c2c1
  -1.7	1	-7	6	0.9	-0.5	2	-15	-0.8	3
Cc1ccc(NC(=O)C(C)NC(=O)OCc2ccccc2)cc1C (stereo not given)
  -2.7	2	6	6	1.2	0.6	-19	-9	-0.2	5
COc1ccccc1C(=O)Nc1ccc(NC(=O)C2CCCCC2)nc1
  0.8	1	-1	39*	-0.3	-0.8	3	21	-0.6	-2

Copied from the list.
In Anthrax LF prot, O=C(c1ccc(OC2CCN(Cc3ccccc3C(F)(F)F)CC2)cc1)N1CCCCC1 is listed with 4
In BoNT A protease, CCC(CC)C(=O)c1c[nH]c(C(=O)NCC2CCCO2)c1 (stereo not given) is listed with -0.6

Reprinted at random: three entries already listed
Values run as follows: PfHsp40 rescue	SARS 3CLpro inh	Anthrax LF prot	CCHF vOTU inh	TcdB inh	BoNT A protease	PriA SSB inh	DUSP3 inh	BH1578 lux ind	Y pestis TopoI
O=C(c1ccc(OC2CCN(Cc3ccccc3C(F)(F)F)CC2)cc1)N1CCCCC1
  1.8	-1	4	19	0.0	2.1	0	26	-0.6	16
CCOC(=O)/C(C#N)=C\C1=C(N2CCCC2)CC(C)(C)OC1
  -0.5	1	-4	13	.	0.8	-5	4	i	0
CCC(CC)C(=O)c1c[nH]c(C(=O)NCC2CCCO2)c1 (stereo not given)
  1.0	-5	1	1	.	-0.6	-9	34	-0.3	6

Continued:
Values run as follows: PfHsp40 rescue	SARS 3CLpro inh	Anthrax LF prot	CCHF vOTU inh	TcdB inh	BoNT A protease	PriA SSB inh	DUSP3 inh	BH1578 lux ind	Y pestis TopoI
Cc1cc(C)n(C(C)Sc2ccccc2)n1 (stereo not given)
  -1.6	.	4	-3	0.1	-0.3	-4	.	-0.6	3
CCOC(=O)C1NN=C(C(=O)c2ccccc2)C1c1ccccc1 (stereo not given)
  -0.1	7	-1	3	0.5	-0.8	-1	18	-0.3	0
COc1cccc(-n2c(CN3CCN(Cc4ccccc4)CC3)nc3ccc([N+](=O)[O-])cc3c2=O)c1
  .	2	.	18	0.4	.	.	10	.	.
CCCc1ccc(-c2cc(N)n[nH]2)cc1
  -1.5	4	-9	-6	1.5	0.1	1	12	i	3
O=C1N(CN2CCOCC2)c2ccccc2C12OCC(CCl)O2 (stereo not given)
  0.0	-1	-10	-8	1.4	-1.0	-6	7	i	-9
Cc1cnc(NC(=O)c2cncc(Br)c2)s1
  0.6	5	-5	-2	0.5	-0.6	-9	22	1.5	-11
COC(=O)c1ccc2nc(C3CCCCC3)c(Cc3ccc(OC)cc3C)n2c1
  .	.	3	8	-0.2	4.4	.	.	.	.
CC(C)=NNc1nc2c(c(=O)[nH]c(=O)n2C)n1CCc1ccccc1
  -0.4	7	-4	2	-0.2	-0.2	-3	25	-0.2	-7
Cc1ccc(C(=O)Nn2c(N)c(S(=O)(=O)c3ccc(C)cc3)c3nc4ccccc4nc32)cc1
  -0.5	-1	?	-14	.	0.7	3	28	-0.3	47
COc1cc(C=O)ccc1OCCCOc1ccccc1[N+](=O)[O-]
  -0.6	8	-1	0	2.0	0.9	-9	-7	-0.2	20
O=C(O)CNC(=O)C1(NC(=O)OCc2ccccc2)CCCC1
  -0.7	.	10	0	-6.6	0.0	-7	.	i	-2
O=C(O)CNS(=O)(=O)c1ccc2c(c1)CCCC2
  -0.5	2	-3	6	0.3	-0.5	-4	-4	3.3	5
COc1ccc(C(OC(=O)c2ccco2)C(=O)NC2CCCCC2)cc1OC (stereo not given)
  -2.0	-3	-11	1	.	1.1	-25	26	-1.7	-3
Cc1cc(C)nc(NC(=O)c2cccs2)c1
  -0.9	1	-15	-1	3.3	-1.9	-13	30	i	5
O=C(CS(=O)(=O)Cc1ccccc1)N1CCc2ccccc21
  -1.1	-6	1	-4	.	-0.6	-16	1	-0.3	-4
COc1ccccc1NC(=S)N/N=C/c1cccc(C)c1
  -1.5	9	-1	-8	1.1	0.5	.	4	-0.4	12
O=C(CCc1ccccc1)Nc1cccc([N+](=O)[O-])c1
  1.4	2	-2	8	3.1	-0.1	-1	4	-0.3	-6
COc1ccccc1CNC(=O)N1CCN(c2ccccc2)CC1
  0.2	-7	13	5	0.4	-1.3	-12	41	-0.3	-2
N/C(=N\c1nc2ccccc2o1)NC(=O)c1ccccc1
  0.1	-2	2	3	.	-0.3	.	31	-0.5	0
CCOC(=O)c1c(C)[nH]c(C(=O)CSc2nnc(Nc3ccccc3F)s2)c1C
  -0.2	0	-1	2	.	-0.3	-13	7	2.7	8

Remaining list, next part.
Values run as follows: PfHsp40 rescue	SARS 3CLpro inh	Anthrax LF prot	CCHF vOTU inh	TcdB inh	BoNT A protease	PriA SSB inh	DUSP3 inh	BH1578 lux ind	Y pestis TopoI
CCCn1c(=O)c(C(=O)Nc2cccc(C)n2)c(O)c2ccccc21
  0.9	3	-12	6	0.0	-4.6	-6	35	i	1
O=C(CSc1nnc(-c2ccccc2)c(-c2ccccc2)n1)Nc1ncc(Cl)cc1Cl
  -0.5	2	0	-2	.	-0.2	1	-8	3.1	-2
O=C(Cn1cc(Cl)ccc1=O)c1ccc(Cl)cc1
  0.0	3	0	14	0.0	0.0	-31	-3	i	-3
CNC(=O)CCCCC(=O)N/N=C/c1ccc(Cl)cc1Cl
  0.6	8	-6	-8	-0.2	0.2	i	6	-0.3	4
COc1ccc(/C=C/C(=O)Nc2ccc(S(=O)(=O)Nc3onc(C)c3C)cc2)cc1OC
  -0.3	1	-10	5	-0.9	-1.3	3	-2	0.6	4
O=C(N/N=C/c1ccco1)c1cccc(S(=O)(=O)Nc2ccccc2Cl)c1
  -0.6	7	1	-13	.	0.6	.	-1	-0.3	-6
C=CCC1S/C(=N/N=C/c2cccs2)NC1=O (stereo not given)
  4.9	0	2	4	1.8	-0.5	.	7	-0.2	0
O=C(CC(=O)N/N=C\c1ccc(F)cc1)NCCc1ccccc1
  0.3	-2	-6	-8	0.8	-0.5	.	15	1.4	3
Cc1nn(S(=O)(=O)c2ccccc2)c(C)c1Sc1ccc([N+](=O)[O-])cc1
  0.0	7	-5	8	.	-0.6	19	21	-4.2	2
Cc1ccc(C(=O)Cn2nnc(-c3cccs3)n2)cc1
  0.1	4	-5	-10	-0.4	0.4	-1	13	-3.6	12
CCc1nnc(NC(=O)CSc2nc3[nH]ncc3c(=O)[nH]2)s1
  0.9	1	-1	5	-0.2	0.3	10&-8	29	-6.7	1
Oc1ccccc1N=Nc1nc(-c2ccccc2)c(-c2ccccc2)[nH]1
  ?	-2	-7	7	.	-0.9	14	10	-0.1	-35
Cn1cc(Cl)c(C(=O)NC2CCCC2)n1
  0.0	3	2	-5	-0.2	-0.2	-7	7	i	0
CCN(CC)S(=O)(=O)c1cc(NC(=O)C(C)N2CCc3ccccc32)ccc1C (stereo not given)
  2.3	4	?	24	-0.5	?	-7	7	3.3	12
OC[C@@H]1CN(Cc2ccncc2)C[C@H](n2cnc3c(NCc4ccco4)ncnc32)O1
  .	.	-1	10	0.6	0.1	.	.	i	-1
O=C(CCNC(=O)Cn1ccc2ccccc2c1=O)NCCN1CCc2ccccc2C1
  ?	7	2	0	.	-1.0	-12	-6	-2.1	1
COc1cccc(C(=O)N(Cc2ccc3c(c2)OCO3)Cc2nc3ccccc3c(=O)[nH]2)c1
  0.2	1	7	19	.	-1.4	-18	27	-0.2	5
Cc1ccc(S(=O)(=O)Nc2cccc(C(=O)NCC(c3ccccc3)N(C)C)c2)cc1F (stereo not given)
  -0.8	.	?	-1	0.3	-1.7	-1	.	i	8

Given tab-delimited: 3 of the compounds above
SMILES	PfHsp40 rescue	SARS 3CLpro inh	Anthrax LF prot	CCHF vOTU inh	TcdB inh	BoNT A protease	PriA SSB inh	DUSP3 inh	BH1578 lux ind	Y pestis TopoI
O=C(CC(=O)N/N=C\c1ccc(F)cc1)NCCc1ccccc1	0.3	-2	-6	-8	0.8	-0.5	.	15	1.4	3
Cc1nn(S(=O)(=O)c2ccccc2)c(C)c1Sc1ccc([N+](=O)[O-])cc1	0.0	7	-5	8	.	-0.6	19	21	-4.2	2
Cc1ccc(C(=O)Cn2nnc(-c3cccs3)n2)cc1	0.1	4	-5	-10	-0.4	0.4	-1	13	-3.6	12

From PubChem
